MrgX1 antagonist: blocks BAM8-22 activation of human MrgX1 receptor; Q96LB2; MRGX1-HEK293 calcium flux, Fluo-4, BAM8-22 antagonism; active compounds read low; B-score at 10 µM; 310,000 compounds, 1.3% hits; AID 588676;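 active means calcium-response B-score plate-corrected more than 3 library SD below zero, starting fluorescence within 5 deviations, no agonist response on first addition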;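 further: peak minus trough fluorescence over baseline after final BAM8-22 challenge near maximal dose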
Target sequence (Q96LB2 whole entry, looked up): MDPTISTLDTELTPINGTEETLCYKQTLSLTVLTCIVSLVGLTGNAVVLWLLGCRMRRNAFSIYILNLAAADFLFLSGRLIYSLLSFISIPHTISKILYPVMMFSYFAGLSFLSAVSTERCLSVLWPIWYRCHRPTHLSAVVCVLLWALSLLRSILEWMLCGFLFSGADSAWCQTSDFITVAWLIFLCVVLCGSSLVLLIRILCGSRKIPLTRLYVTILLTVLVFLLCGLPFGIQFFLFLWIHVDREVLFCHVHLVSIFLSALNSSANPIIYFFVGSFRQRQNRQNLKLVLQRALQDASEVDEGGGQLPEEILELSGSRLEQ
MrgX1 PAM: human MrgX1 positive allosteric modulation, primary screen; MrgX1-HEK293, Fluo-4 calcium flux, FDSS; active compounds read high; Q96LB2; 310,000 compounds, 0.63% hits; B-score at 10 µM;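 active means plate-corrected calcium response at least 3 library SD above typical, normal starting fluorescence, not activating the receptor alone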;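 further: compound read alongside a low EC10 to EC30 dose of BAM8-22 agonist; peak minus trough fluorescence over baseline measured at the second addition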
MrgX1 agonist: activates human MrgX1 receptor signaling. MrgX1-HEK293 cells, Fluo-4 calcium fluorescence, agonist mode; active compounds read high. B-score at 10 µM. 310,000 compounds, 0.44% hits. AID 588627;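 active means calcium response B-score plate-corrected fluorescence ratio at least 3 library SD, with starting fluorescence B-score inside 5 SD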
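Assay system: stable human MrgX1 HEK293 cell line. Quantity: 15,000 cells per well. Schedule: cells plated overnight, dye loaded 0.5 h 37 °C, 0.5 h room temperature. Detection: Fluo-4 NW calcium-flux fluorescence, kinetic read. Read-out basis: peak-minus-minimum fluorescence over baseline, converted to B scores. Control set: positive and negative control wells on each plate.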
An asterisk follows results filed as active; i = inactive.

Values in the order – MrgX1 antagonist	MrgX1 agonist	MrgX1 PAM
> Cc1nn(C)c(C)c1S(=O)(=O)N1CCCC(C(=O)NCCc2ccc(Cl)cc2)C1 (stereo unspecified)
    i	i	i
> C#CCOCCOCCOCCNc1nc(N2CCN(C(=O)Cn3cc(CCCN=C(N)N)nn3)CC2)nc(N2CCN(C(=O)[C@H]([C@@H](C)O)n3cc(CCCCN)nn3)CC2)n1
    i	i	i
> Cc1ccc(NC(=O)c2ccccc2)cc1C
    i	i	i
> CC1C/C(=C\c2cccnc2)C(=O)/C(=C/c2cccnc2)C1 (stereo unspecified)
    i	i	i
> O=C(NCc1ccccc1)C1CCN(S(=O)(=O)c2cccc3cccnc23)CC1
    i	i	i
> CC(C)(C)OC(=O)COc1cc(F)ccc1[N+](=O)[O-]
    i	i	i
> O=C(CSc1nc2c(c(=O)n1-c1ccc(Cl)cc1)SCC2)Nc1ccc2c(c1)OCCO2
    i	i	i
> CCOc1ccc(-n2c(Cc3cc(=O)[nH]c(=O)[nH]3)nnc2SCC(=O)NC2CCCC2)cc1
    i	i	i
> NC(=O)c1cc([N+](=O)[O-])ccc1NCC1CCCCC1
    i	i	i
> CCOc1ccc(Oc2cc(NC(=O)c3ccco3)cc([N+](=O)[O-])c2)cc1
    i	i	i
> O=C(/C=C/c1ccco1)NC(=S)Nc1cc(-c2nc3ccccc3s2)ccc1Cl
    i	i	i
> C=CCN1CCc2cc(O)c(O)cc2C(c2ccccc2)C1 (stereo unspecified)
    i	i	i
> CCN(CC)CCC(c1ccc(N(C)C)cc1)c1c(OC)cc(OC)c2c(-c3ccccc3)cc(=O)oc12 (stereo unspecified)
    i	i	i
> CC(=O)c1ccc2c(c1)C1C=CCC1C(c1ccc(S(=O)(=O)N3CCOCC3)cc1)N2 (stereo unspecified)
    i	i	i
> Cc1cccn2c(=O)c3cc(C(=O)NCC4CCCO4)c(=N)n(Cc4cccnc4)c3nc12 (stereo unspecified)
    i	i	i
> O=C(CCS(=O)(=O)c1ccc(Br)cc1)N1CCN(c2ccccc2)CC1
    i	i	i
> O=C1C2C3C=CC(CO)(O3)C2C(=O)N1c1ccccc1-c1ccccc1 (stereo unspecified)
    i	34*	i
> Cc1ccc(-c2nnc(N3CCN(C(=O)CSc4ncn[nH]4)CC3)c3ccccc23)cc1
    i	i	i
> Nn1c(CSc2nc3ccccc3o2)nnc1CSc1nc2ccccc2o1
    i	i	i
> Cc1cn(S(=O)(=O)c2ccc(Br)c3ccccc23)cn1
    i	i	i
> C/C(=C(/CCO)SSCC1CCCO1)N(C=O)Cc1cnc(C)nc1N (stereo unspecified)
    i	i	i
> CC(C(=O)OCC(=O)Nc1ncc(Cl)cc1Cl)N1C(=O)c2ccccc2C1=O (stereo unspecified)
    i	i	i
> COc1ccc2c(c1)[C@@H]1[C@H](CO2)[C@H](c2ccccc2)[C@]2(C)C(=O)Nc3ccc(C)cc3C(=O)N12
    i	i	i
> Cc1cccc(N=Cc2[nH]c3ccc(Br)c(Cl)c3c2O)c1
    -5.9*	i	i
> CC/C(=N\NC(=O)CNC(=O)/C=C/c1ccco1)c1ccccc1
    i	i	i
> C[C@@H]1NC(=O)c2cc([N+](=O)[O-])cc(I)c2OCC[C@@H](C(=O)NC(CC(=O)O)C(N)=O)NC(=O)[C@H](CC(N)=O)NC1=O (stereo partly specified)
    i	i	i
> Cn1nc(-c2ccc(N3CCOCC3)c(NS(=O)(=O)c3ccc(Cl)cc3)c2)c2ccccc2c1=O
    i	i	i
> NC(=O)[C@@H]1CCCNc2c(I)cc([N+](=O)[O-])cc2C(=O)N[C@@H](CCCN=C(N)N)C(=O)N[C@@H](CCCN=C(N)N)C(=O)N1
    i	i	i
> O=C(Cn1cnc2ccccc2c1=O)NCc1ccc2c(c1)OCO2
    i	i	i
> CCOc1ccc(NC(=O)c2ccc(S(=O)(=O)N(C)C)cc2)cc1
    i	i	i

Fetched by structure from above (five):
Values in the order – MrgX1 antagonist	MrgX1 agonist	MrgX1 PAM
> CC(=O)c1ccc2c(c1)C1C=CCC1C(c1ccc(S(=O)(=O)N3CCOCC3)cc1)N2 (stereo unspecified)
    i	i	i
> Cc1nn(C)c(C)c1S(=O)(=O)N1CCCC(C(=O)NCCc2ccc(Cl)cc2)C1 (stereo unspecified)
    i	i	i
> O=C1C2C3C=CC(CO)(O3)C2C(=O)N1c1ccccc1-c1ccccc1 (stereo unspecified)
    i	34*	i
> CCOc1ccc(-n2c(Cc3cc(=O)[nH]c(=O)[nH]3)nnc2SCC(=O)NC2CCCC2)cc1
    i	i	i
> C#CCOCCOCCOCCNc1nc(N2CCN(C(=O)Cn3cc(CCCN=C(N)N)nn3)CC2)nc(N2CCN(C(=O)[C@H]([C@@H](C)O)n3cc(CCCCN)nn3)CC2)n1
    i	i	i

The listing continues.
Values in the order – MrgX1 antagonist	MrgX1 agonist	MrgX1 PAM
> c1ccc([C@H]2CN3CCSC3=N2)cc1
    i	i	i
> CN(C)C(CNC(=O)C1CCCN(C(=O)c2ccc(Cl)cc2)C1)c1ccco1 (stereo unspecified)
    i	i	i
> COc1cc(OC)nc(-n2ncc(Br)c(Br)c2=O)n1
    i	i	i
> Cc1ccccc1/C=C/C1=NCCN1
    i	i	i
> CN1CCN(/C=N/c2c(C#N)cnn2-c2ccccc2)CC1
    i	i	i
> O=C1NC(C(=O)O)=CC(c2cccc(Cl)c2Cl)N1 (stereo unspecified)
    i	i	i
> O=NN(CCCl)C(=O)NCCCl
    i	i	i
> CC(C)(C)OC(=O)N[C@@H](Cc1ccccc1)c1nnc(S(=O)(=O)Cc2ccccc2)o1
    i	i	i
> COc1ccc(N=Nc2nc3cc(Br)c(Br)cc3n2C)c(OC)c1
    i	i	i
> CC(=O)N1c2ccc(Cl)cc2C2C=CCC2C1c1cccc2ccccc12 (stereo unspecified)
    i	i	i
> CCOC(=O)C(CCCOc1ccccc1C)C(=O)OCC
    i	i	i
> Cc1ccc(NC(=O)NC2CCCCC2)cc1Cl
    i	i	i
> C#CCOCCOCCOCCNc1nc(N2CCN(C(=O)Cn3cc(CCCN=C(N)N)nn3)CC2)nc(N2CCN(C(=O)[C@H](CCCCN)n3cc(CC(C)O)nn3)CC2)n1 (stereo partly specified)
    i	i	i
> COCCn1c(=N)c(C(=O)NCc2ccco2)cc2c(=O)n3ccccc3nc21
    i	i	i
> COc1ccc(NC(=O)C2CCN(C(=O)c3ccccc3)CC2)c(OC)c1
    i	i	i
> Cc1cc(C)n(CC2CC(=O)N(c3ccc(F)c(Cl)c3)C2=O)n1 (stereo unspecified)
    i	i	i
> CCCCC1CCc2[nH]nc(C(=O)O)c2C1 (stereo unspecified)
    i	i	i
> Cc1ccc(S(=O)(=O)c2c(C)nn(-c3ccccc3)c2OC(=O)c2ccc(Br)o2)cc1
    i	i	i
> Cn1c(-c2ccccc2)cc2onc(-c3ccccc3)c2c1=O
    i	i	12*
> C=CCn1c(C)cc(C(=O)CSc2nc3ccccc3c(=O)[nH]2)c1C
    i	i	i
> C[N+](C)(C)CCOC(N)=O
    i	118*	i
> CC1(C)OC(=O)C(=NNc2ccc(O)cc2)C(=O)O1
    i	i	i
> COC(=O)c1c(NC(=O)c2nc3ccccc3s2)sc2c1CCN(C(C)=O)C2
    i	i	i
> Cc1ccc(NC(=O)CCN2CCN(C/C=C/c3ccccc3)CC2)cc1
    i	i	i
> COc1ccc(-c2cn(CCO)c(CCN)n2)cc1
    i	i	i
> COc1ccc(C2N(C(=O)CN3CCOCC3)CCN2S(=O)(=O)c2ccccc2)cc1 (stereo unspecified)
    i	i	i
> Cc1cccc(-c2cc3nc4c(c(N5CCC6(CC5)OCCO6)n3n2)CCCC4)c1
    i	i	i
> O=C(c1nc2nc(-c3ccccc3)cc(C(F)(F)F)n2n1)N1CCCCC1
    i	i	i
> CCOC(=O)[C@H]1[C@H]2COc3ccccc3[C@@H]2N2C(=O)c3cc(F)c(F)cc3NC(=O)[C@@]12C
    i	i	i
> COCCn1c(SCc2ccc(C(=O)OC)o2)nc2ccccc2c1=O
    i	i	i
> CC1=C/C(=N\OS(=O)(=O)c2ccccc2)C(C(C)C)=CC1=O
    -4.6*	i	i
> CCOC(=O)C1=C(O)c2ccccc2C(=O)/C1=C\c1ccc(C)cc1
    i	28*	i
> CC(C)CCn1c(C(C)O)nc2ccccc21 (stereo unspecified)
    i	i	i
> COc1ccc(S(=O)(=O)CCC(=O)N2CC(=O)N(CCc3ccccc3)C(=O)C2)cc1
    i	i	i
> CCOc1ccc(C2C(C(=O)c3cccs3)=C(O)C(=O)N2CCCn2ccnc2)cc1 (stereo unspecified)
    i	i	i
> CCOC(=O)C1CCN(c2ncnc3c2cnn3-c2ccc(OC)cc2)CC1
    i	i	i
> COc1ccc2nc3oc(C(=O)NC4CCN(Cc5ccccc5)CC4)cc3cc2c1
    i	i	i
> COc1ccc(CCNC(=O)c2c(O)c3c([nH]c2=O)CCCC3)cc1OC
    i	i	i
> CCn1c2ccccc2c2nnc(SCCCn3c(=O)[nH]c4ccccc43)nc21
    i	i	i
> C[C@H]1CC[C@H]2C(=O)N[C@H](Cc3ccccc3)C(=O)N2[C@@H]1c1ccccc1
    i	i	i
> O=C(CCN1C(=O)c2ccccc2C1=O)Nc1ccc(S(=O)(=O)NC2=NCCCCC2)cc1
    i	i	i
> COc1ccc2c(c1)[C@H]1[C@H](CO2)[C@H](c2ccccc2)[C@]2(C)C(=O)Nc3cc(Cl)ccc3C(=O)N12
    i	i	i
> CCC(=O)OCC(=O)C1(OC(=O)CC)[C@H](C)C[C@H]2[C@H]3[C@H]([C@@H](O)C[C@@]21C)[C@@]1(C)C=CC(=O)C=C1C[C@H]3Cl (stereo partly specified)
    i	i	i
> COc1cccc(-c2cc3onc(-c4ccccc4)c3c(=O)n2C)c1
    i	i	i
> CO[C@@]1(NC(=O)C2SC(=C(C(N)=O)C(=O)O)S2)C(=O)N2C(C(=O)O)=C(CSc3nnnn3C)CS[C@@H]21 (stereo partly specified)
    i	i	i
> Cn1cccc1Cc1nnc(SCC(=O)Nc2nc3ccccc3s2)n1CCc1ccccc1
    i	i	i
> COc1ccc(NC(=O)CN2CCN(CC(=O)Nc3ccc4c(c3)OCO4)CC2)cc1
    i	i	i
> O=C(COC(=O)c1n[nH]c2ccccc12)NC(=O)NC1CCCC1
    i	i	i
> Cc1ccc(CN2C(=O)N/C(=C\c3ccc(-c4ccc(C(=O)O)cc4C)o3)C2=O)cc1
    i	i	i
> COc1ccc(C)cc1Nc1n[n+](-c2ccccc2)c(-c2c(OC)ccc3ccccc23)s1
    i	i	i
> CCOC(=O)N1CCC(=NNC(=O)c2ccccc2F)CC1
    i	i	i
> CCOC(=O)C1CCCN(c2c(N3CCN(c4ccccn4)CC3)c(=O)c2=O)C1 (stereo unspecified)
    i	i	i
> CC[C@H](C)[C@@H](C(=O)NCCCCCCCCCCC(=O)N1CCN(C(=O)OC(C)(C)C)CC1)n1cc(CCCCN=C(NC(=O)OC(C)(C)C)NC(=O)OC(C)(C)C)nn1
    i	i	i
> CN1CC(=O)N(CC(=O)NCCc2ccc(F)cc2)c2ccccc2C1=O
    i	i	i
> CCN1CC=C2C(C#N)=C(N)C(C#N)(C#N)C(CCc3ccccc3)C2C1 (stereo unspecified)
    i	i	i
> N#C/C(=C\c1ccc(OC(=O)c2ccc(Br)s2)cc1)c1nc2ccccc2[nH]1
    i	i	i
> CCN1CCC[C@H]1CNC(=O)c1c(OC)ccc(Br)c1OC
    i	i	i
> CCN1C(=O)N[C@@H](c2ccc(Br)cc2)C(C(=O)OC)=C1C
    i	i	i
> COc1ccc(C(=O)NCc2cccnc2)cc1C(=O)NCc1cccnc1
    i	i	i
> Cc1cc(Cn2nc(C(=O)NCc3cccs3)cc2-c2ccccc2)on1
    i	i	i

Next compounds follow.
Values in the order – MrgX1 antagonist	MrgX1 agonist	MrgX1 PAM
> CCOC(=O)[C@H]1[C@H]2COc3ccc(Br)cc3[C@@H]2N2C(=O)c3cc(OC)c(OC)cc3NC(=O)[C@@]12C
    i	i	i
> CCOC(=O)N1CCN(Cc2ccccc2Cl)CC1
    i	i	i
> CCn1c(SCC(=O)Nc2nc3ccc(OC)cc3s2)nnc1-c1ccoc1C
    i	i	i
> C=C1CCN([C@H](C(=O)NCc2ccc(Cl)cc2)C(C)C)S(=O)(=O)c2ccccc21
    i	i	i
> CCCNc1ncnc2sc(C)c(C)c12
    i	i	i
> N#CN=C1SCCS1
    i	i	i
> CCCCC(CC)CN=C(N)NC(N)=NCCCCCCN=C(N)NC(N)=NCC(CC)CCCC (stereo unspecified)
    i	170*	i
> O=c1/c(=C/c2ccc(O)cc2)sc2n1CCCN=2
    i	i	i
> c1ccc(NC2=NCCN2CC2CCCCC2)cc1
    i	i	i
> O=C(OC(C(=O)Nc1cccc(C(F)(F)F)c1)c1ccccc1)C1CCCCC1 (stereo unspecified)
    i	i	i
> Cc1ccc(-n2nnnc2SCn2nnc3ccccc3c2=O)cc1
    i	i	i
> CCOC(=O)CSc1nnc(CNC(=O)c2cc(OCC)c(OCC)c(OCC)c2)n1C
    i	i	i
> COc1ccccc1/C=c1\sc2nc(-c3ccccc3OC)nn2c1=O
    i	i	i
> Cc1ccc(-n2ncc3c(=O)[nH]c(SC(C)C)nc32)cc1
    i	i	i

Compound activity: PubChem, Johns Hopkins Ion Channel Center

Not all compounds are listed, so the mix of outcomes need not match the whole.
